S2 tox: reduces viability in counter-screen for ATXN expression inhibitors | actives 0.49% (n = 400,000) | S2 cells (HEK-293 line with an ATXN2-luciferase reporter) viability, CellTiter-Fluor protease fluorescence, 24 h | AID 651635 | Potency, µM (doses to about 56.7 µM), hits mostly cytotoxic; also: potency is read from the fitted curve at half-maximal effect; nearly all actives have a fitted effect of over 40% in size
A549 viability: counter-screen for Nrf2 inhibitors: cytotoxicity in A549 cells | A549 ARE-Fluc cells, CellTiter-Fluor viability, 18-24 h | Potency, µM (titrated, usually from 46 µM), without a hit: at the top dose activity change, negative = cytotoxicity, hits mostly inhibitors | actives 0.16% (n = 390,000) | AID 504648; also: potency is read from the fitted curve at half-maximal effect; % is scaled to controls: 0 for no effect and ±100 for the full control effect
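Cytotoxicity counterscreen: CellTiter-Fluor fluorescence was measured in A549 ARE_Fluc cells after 18-24 h of compound exposure in a concentration series. The subsequent BugLite luminescent read reports ARE-luciferase activity.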
Nrf2 ARE act: activates Nrf2 signaling | Potency, µM (highest dose often 46.1 µM), inactives show top-dose activation, actives largely listed as activators | actives 0.31% (n = 410,000) | AREc32 ARE-luciferase reporter (MCF7-derived line), luminescence, 24 h | AID 624171; also: potency is read from the fitted curve at half-maximal effect; % of control where 0% means no effect; nearly all actives have a fitted effect of over 65% in size
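Luciferase luminescence (Steady-Glo, 30 min at room temperature) served as the read-out of ARE activation in AREc32 cells treated with compounds for 24 hr at 37 deg C.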
IL1B secr inh: blocks inflammasome-driven IL-1 beta release | AID 743279 | actives 4.7% (n = 360,000) | activity change, % at 57.5 µM | THP-1 LPS/ATP IL-1B secretion, AlphaLISA, 16 h; active compounds read low; in the data active = activity change below about -50%; inconclusive = mostly about -30% to -49%; also: % is scaled to controls: 0 for no effect and ±100 for the full control effect
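THP-1 cells pretreated 1 hr with compounds (up to 57.5 uM final), then stimulated with LPS (250 ng/mL final) plus ATP (1.25 mM final); secreted IL-1B measured by AlphaLISA after 16 hr, decreased signal indicating inhibition.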
Nrf2 inh: Nrf2 pathway inhibition | A549 ARE-Fluc reporter, luciferase luminescence, 18-24 h | Potency, µM (series often up to 46 µM), inactives show top-dose activity change, negative = inhibition, actives largely listed as inhibitors | actives 2.1% (n = 360,000); also: potency is read from the fitted curve at half-maximal effect; % is scaled to controls: 0 for no effect and ±100 for the full control effect; nearly all actives have a fitted effect of over 60% in size
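Quantitative HTS in A549 cells stably bearing an antioxidant response element-firefly luciferase construct. Inhibition of Nrf2-driven transcription was scored by luminescence after 18-24 h of compound exposure at 37 °C.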
MCF10A rerep: inducers of DNA re-replication in MCF 10A breast cells; MCF 10A DNA re-replication, Hoechst nuclear intensity, 48 h; Potency, µM (top dose mostly 46.1 µM), for the others: at the highest dose activity, positive = re-replication, hits mostly activators; actives 2.9% (n = 350,000); AID 624296; also: potency is read from the fitted curve at half-maximal effect; % of control where 0% means no effect; nearly all actives have a fitted effect of over 50% in size
TGFb inhibitor: inhibitors of TGF-b signaling | actives 1.2% (n = 410,000) | HepG2 CAGA-GFP TGF-b/SMAD3 reporter, GFP fluorescence, 18 h; TGF-beta stimulated, 500 pg/mL final | Potency, µM (titrated, usually from 46.1 µM), inactives show at the top dose activity, negative = inhibition, hits mostly inhibitors; also: potency is read from the fitted curve at half-maximal effect; % is scaled to controls: 0 for no effect and ±100 for the full control effect; nearly all actives have a fitted effect of over 65% in size
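HEPG2 CAGA-GFP, 1000 cells/well; 2 h settle, 37 C; cpd via pin tool; TGF-b 500 pg/mL final; 18 h, 37 C; GFP imaging ex488/em500-530; %Activity normalised to -TGF-b and +DMSO controls; CRC fit, curve class.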
ATXN2 expr inh: ATXN2 expression inhibition; Potency, µM (titrated, usually from 57 µM), for the others: at the highest dose activity change, negative = inhibition, usual class: inhibitors; actives 0.72% (n = 360,000); HEK-293 ATXN2-luciferase reporter, luminescence, 24 h; AID 1745845; also: potency is read from the fitted curve at half-maximal effect; % is scaled to controls: 0 for no effect and ±100 for the full control effect; nearly all actives have a fitted effect of over 55% in size
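qHTS (up to 57 uM final) was run with 24 h compound exposure of reporter cells at 37 °C. Each well was multiplexed: SteadyGlo luminescence measured ATXN2-luciferase expression after a fluorogenic Gly-Phe-AFC viability readout (25 uM final).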
HepG2 tox: kills HepG2 cells in TGF-b inhibitor counter-screen; AID 588856; Potency, µM (top dose mostly 46.1 µM), inactives show at the highest dose activity change, negative = cytotoxicity, usual class: cytotoxic; HepG2 CAGA-GFP viability, ATP luminescence, 18 h; actives 0.76% (n = 410,000); also: potency is read from the fitted curve at half-maximal effect; some results filed as inactive show a strong effect at the top dose
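HepG2 CAGA-GFP cells (1000/well, DMEM with 1% FBS) received compound, then TGF-beta at 500 pg/mL final, and were incubated 18 hours at 37 degrees C. Viability was read by CellTiter-Glo luminescence. Media-only wells were set as complete cell-killing and DMSO as no toxicity.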
Active calls of the source: *; [ ] = remark or other dose. Unless noted, calls follow the shape of the dose curve; as a rule, active = well fitted curve in the direction sought with a large enough effect; inconclusive = small, poorly fitted or top-dose-only effect, or another doubt; inactive = no such curve, though single readings can be large; an effect the other way counts as inactive or inconclusive.

COc1ccc(CCN(Cc2nc(-c3ccccc3)no2)Cc2nc(-c3ccccc3)no2)cc1OC was read as S2 tox inactive, A549 viability 0%, Nrf2 ARE act 0.3%, IL1B secr inh 82, Nrf2 inh -19%, MCF10A rerep -10%, TGFb inhibitor -6%, ATXN2 expr inh -18% and HepG2 tox 15%.
COc1ccc(Cl)cc1NC(=O)/C=C\C(=O)O was read as S2 tox inconclusive, A549 viability -4%, Nrf2 ARE act 0.4%, IL1B secr inh -5, Nrf2 inh 17%, MCF10A rerep -3%, TGFb inhibitor -19%, ATXN2 expr inh 12% and HepG2 tox 5%.
For COc1ccccc1N1CCN(C(=O)c2ccc(CS(=O)c3ccccc3C)o2)CC1 (stereo not given) the results were S2 tox inactive, A549 viability -1%, Nrf2 ARE act -0.1%, Nrf2 inh -20%, TGFb inhibitor inconclusive, ATXN2 expr inh -33% and HepG2 tox -32%.
Cc1c(C#N)c(N=CN(C)C)c(C(=O)c2ccccc2)n1-c1ccc(Br)cc1 was read as S2 tox inactive, A549 viability 4%[1.84 µM], Nrf2 ARE act 1.5%, IL1B secr inh 0, Nrf2 inh 2%, MCF10A rerep -10%, TGFb inhibitor -4%, ATXN2 expr inh -17% and HepG2 tox -6%.
`Cc1cc(C)cc(C(=O)NN2CCN(C)CC2)c1` gave S2 tox inactive, A549 viability 6%, Nrf2 ARE act 0.2%, IL1B secr inh 1, Nrf2 inh -6%, MCF10A rerep inconclusive, TGFb inhibitor 20%, ATXN2 expr inh -27%[11.3 µM] and HepG2 tox 4%.
`COCC(C)n1c(SCc2cc(=O)n3cc(C)ccc3n2)nc2ccccc2c1=O` (stereo not given) gave A549 viability -2%, Nrf2 ARE act -1.1%, IL1B secr inh 5, Nrf2 inh inconclusive, MCF10A rerep 26%, TGFb inhibitor -3%, ATXN2 expr inh 57%[activator] and HepG2 tox 2%.
For Cn1c(=O)oc2cc(S(=O)(=O)N3CCN(C(=O)c4ccco4)CC3)ccc21 the results were S2 tox inactive, A549 viability 3%, Nrf2 ARE act -0.7%, IL1B secr inh -6, Nrf2 inh 6%, MCF10A rerep -2%, TGFb inhibitor -1%, ATXN2 expr inh 6% and HepG2 tox 1%.
Cc1ccc(S(=O)(=O)N2CCN(C(=O)CC(C)n3cncn3)CC2)cc1C (stereo not given) was read as S2 tox inactive, A549 viability -4%, Nrf2 ARE act -0.3%, IL1B secr inh 4, Nrf2 inh 8%, MCF10A rerep -13%, TGFb inhibitor -2%, ATXN2 expr inh 2% and HepG2 tox 15%.
`COc1ccc(C2=Cc3ccccc3C(CC(=O)C3CC3)N2c2ccc(-c3cc(OC)c(OC)c(OC)c3)cc2)cc1` (stereo not given) gave S2 tox inactive, Nrf2 ARE act -0.7%, IL1B secr inh 16 and ATXN2 expr inh -6%.
`O=C(NC1CCCC1)c1nc2c(nnn2Cc2ccccc2Cl)c(=O)[nH]1` gave S2 tox inactive, A549 viability -13%, Nrf2 ARE act 0.1%, IL1B secr inh 24, Nrf2 inh inconclusive, MCF10A rerep -7%, TGFb inhibitor 11%, ATXN2 expr inh 4% and HepG2 tox 1%.
`Nc1nn(S(=O)(=O)c2cccc3nsnc23)cc1-c1ccc(Br)cc1` gave S2 tox inactive, A549 viability -10%, Nrf2 ARE act -0.7%, IL1B secr inh inconclusive, MCF10A rerep 4%, TGFb inhibitor inconclusive, ATXN2 expr inh -32% and HepG2 tox -13%.
For CCCCN(Cc1ccco1)S(=O)(=O)c1ccc(-c2ccc(=O)[nH]n2)s1 the results were S2 tox inactive, A549 viability 4%, Nrf2 ARE act 5.1%, IL1B secr inh 42, Nrf2 inh inconclusive, MCF10A rerep inconclusive, TGFb inhibitor -10%, ATXN2 expr inh -22% and HepG2 tox -19%.
`CCOc1ccccc1N1CCN(S(=O)(=O)c2ccc(C3CCCCC3)cc2)CC1` gave S2 tox inactive, A549 viability 0%, Nrf2 ARE act -0.3%, Nrf2 inh 5%[9.27 µM], TGFb inhibitor -1%, ATXN2 expr inh -3% and HepG2 tox -12%.
`COc1ccc(S(=O)(=O)Nc2cccc3cccnc23)c([N+](=O)[O-])c1` gave A549 viability inconclusive, Nrf2 inh 7.3µM*, TGFb inhibitor inconclusive and HepG2 tox -41%.
Cc1occc(=O)c1OCc1ccccc1 was read as S2 tox inactive, A549 viability 5%, Nrf2 ARE act 0.0%, IL1B secr inh -2, Nrf2 inh 0%, MCF10A rerep 1%, TGFb inhibitor 1%, ATXN2 expr inh -24% and HepG2 tox 3%.
`CCCCN(C(=O)COC(=O)c1nc2nccc(C)n2n1)C1CCS(=O)(=O)C1` (stereo not given) gave S2 tox inactive, A549 viability -2%, Nrf2 ARE act 0.6%, IL1B secr inh -11, Nrf2 inh -7%, MCF10A rerep -9%, TGFb inhibitor 4%, ATXN2 expr inh 11% and HepG2 tox 0%.
CCOC(=O)C1=C(C)N=c2sc(=Cc3cc(Cl)c(OCC(=O)O)c(Cl)c3)c(=O)n2C1c1cccc(OC)c1 (stereo not given) was read as S2 tox inactive, Nrf2 ARE act 6.7%, IL1B secr inh -18, TGFb inhibitor -2%, ATXN2 expr inh -8% and HepG2 tox -26%.
Screening COCc1cc(C)nc2sc(C(=O)N3CCN(c4ccccc4)CC3)c(N)c12 returned S2 tox inactive, A549 viability -2%, Nrf2 ARE act 0.2%, IL1B secr inh inconclusive, Nrf2 inh 3%, MCF10A rerep 20%, TGFb inhibitor 2%, ATXN2 expr inh 4% and HepG2 tox -6%.
Screening CCc1nnc(NC(=O)CSc2nnc(CNC(=O)c3ccccc3)o2)s1 returned S2 tox inactive, Nrf2 ARE act -1.4%, IL1B secr inh 15, TGFb inhibitor -1% and HepG2 tox 1%.
For CCOC(=O)c1nn(-c2cccc(Cl)c2)c2nc(CC(C)C)c(C#N)c(=O)n12 the results were S2 tox inactive, A549 viability 2%, Nrf2 ARE act -0.5%, IL1B secr inh 7, Nrf2 inh 3%, MCF10A rerep 23µM*, TGFb inhibitor -3%, ATXN2 expr inh -12% and HepG2 tox -14%.

Molecules shown so far with an aryl thioether with sulfur outside any ring, in the order listed:
`COCC(C)n1c(SCc2cc(=O)n3cc(C)ccc3n2)nc2ccccc2c1=O` (stereo not given) gave A549 viability -2%, Nrf2 ARE act -1.1%, IL1B secr inh 5, Nrf2 inh inconclusive, MCF10A rerep 26%, TGFb inhibitor -3%, ATXN2 expr inh 57%[activator] and HepG2 tox 2%.
Screening CCc1nnc(NC(=O)CSc2nnc(CNC(=O)c3ccccc3)o2)s1 returned S2 tox inactive, Nrf2 ARE act -1.4%, IL1B secr inh 15, TGFb inhibitor -1% and HepG2 tox 1%.

The results go on.
Screening N#Cc1ccc(Oc2cnccn2)cc1 returned S2 tox inactive, A549 viability 2%, Nrf2 ARE act -0.9%, IL1B secr inh -22, Nrf2 inh 1%, MCF10A rerep 8%, TGFb inhibitor -1%, ATXN2 expr inh -21% and HepG2 tox 2%.
For O=C1C(NS(=O)(=O)c2cccs2)=C(N2CCN(c3ccccc3)CC2)C(=O)c2ccccc21 the results were S2 tox inactive, A549 viability 0%, Nrf2 ARE act 4.5%, IL1B secr inh 6, Nrf2 inh 17%, MCF10A rerep 4%, TGFb inhibitor 4%, ATXN2 expr inh 6% and HepG2 tox -7%.
`O=C(Nc1ccccc1)N1CCCC2CCCCC21` (stereo not given) gave S2 tox inactive, A549 viability -8%, Nrf2 ARE act 1.1%, IL1B secr inh -6, Nrf2 inh inconclusive, MCF10A rerep 1%, TGFb inhibitor -4%, ATXN2 expr inh 66%[activator] and HepG2 tox 2%.
`CCOC(=O)C1CCCN(C(=S)Nc2ccc(Nc3ccccc3)cc2)C1` (stereo not given) gave S2 tox inactive, A549 viability -14%, Nrf2 ARE act -0.5%, IL1B secr inh -96*, Nrf2 inh inconclusive, MCF10A rerep 2%, TGFb inhibitor 9%, ATXN2 expr inh 1%[11.3 µM] and HepG2 tox 5%.
Screening O=C(NC1CC(=O)N(c2ccc3c(c2)OCCO3)C1)c1c(F)cccc1Cl (stereo not given) returned A549 viability 5%, Nrf2 ARE act 0.0%, Nrf2 inh -10%, TGFb inhibitor -1% and HepG2 tox 1%.
For CSc1ccc(C(O)c2ncc(-c3cccc(F)c3)[nH]2)cc1 (stereo not given) the results were S2 tox inactive, Nrf2 ARE act 0.4%[9.22 µM], IL1B secr inh 0, TGFb inhibitor 6%, ATXN2 expr inh 18% and HepG2 tox -2%.
`COC1OC(O)C(NC(=O)C(F)(F)F)CC1O` (stereo not given) gave S2 tox inactive, A549 viability 0%, Nrf2 ARE act 0.3%, IL1B secr inh -2, Nrf2 inh 10%, MCF10A rerep -2%, TGFb inhibitor 0%, ATXN2 expr inh -3% and HepG2 tox 14%.
Screening CC(C)(C)[C@@H]1C=C(C(=O)N2CCOCC2)O[C@H](OCc2ccc(CO)cc2)C1 returned S2 tox inactive, A549 viability 0%, Nrf2 ARE act -0.9%, IL1B secr inh -9, Nrf2 inh -2%, MCF10A rerep 1%, TGFb inhibitor -3%, ATXN2 expr inh -1% and HepG2 tox -1%.
`Cc1ccc2[nH]c(=O)c3cc(C(=O)N4CCN(c5ccccc5)CC4)sc3c2c1` gave S2 tox inconclusive, A549 viability 1%, Nrf2 ARE act 3.0%, Nrf2 inh 2%[9.27 µM], TGFb inhibitor inconclusive, ATXN2 expr inh 6% and HepG2 tox 1%.
Screening CC(C(=O)OCC(=O)c1c(N)n(C)c(=O)n(C)c1=O)N1C(=O)c2ccccc2C1=O (stereo not given) returned S2 tox inactive, A549 viability 2%, Nrf2 ARE act -0.6%, IL1B secr inh 30, Nrf2 inh 2%, MCF10A rerep -2%, TGFb inhibitor 9%, ATXN2 expr inh 1% and HepG2 tox 19%.

Outcome played no part in choosing rows; any-hit rate near 8.8%.
